PGC1a acetyl inh – inhibitors of PGC1a acetylation signal, primary screen, cell-based, U2OS, AlphaScreen, inhibitor mode; actives 0.17% (n = 350,000); inhibition, % at 15.6 µM; AlphaScreen anti-acetyl-lysine; with virally co-expressed GCN5 acetyltransferase;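 active = every replicate shows inhibition of at least 40%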;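 also: 0% = neutral control wells and 100% = positive control wells; some results beyond the cut were filed as inactive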
PAX8 inh HTS – inhibitors of PAX8-driven TPO luciferase reporter, primary screen, RMG-I cells, single concentration | SteadyGlo, 24 h | inhibition, % at 12.6 µM | actives 1.2% (n = 360,000);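 active = mean replicate inhibition at least 60% with every replicate also reaching 60%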;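 also: luciferase light reporting Pax8 driven TPO promoter activity; plate controls were median of neutral control wells for no effect and mitoxantrone controls for full effect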
EWS-Fli block – EWS/Fli-driven NR0B1 reporter inhibitors, primary screen, A673 cells, NR0B1 luciferase, luminescence, MLPCN library; viability-normalised; inhibition, % at 12.6 µM; actives 0.67% (n = 350,000);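 active = mean inhibition of at least 50% after viability correction, with every replicate also passing that limit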;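 also: firefly luciferase signal divided by Alamar Blue viability fluorescence both relative to DMSO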
Cneo AK release – Cryptococcus neoformans cell lysis inducers, primary screen, AK release luminescence, single concentration; actives 0.2% (n = 360,000); lysis activity, % at 15 µM; C. neoformans lysis, adenylate kinase release luminescence, 4 h; normalised: neutral wells 0, clomiphene wells 100;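 active = mean lysis activity across replicates of at least 80%, whatever share of replicates individually reach that level; inactive = mean lysis activity below 80%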
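Assay system: C. neoformans cells. Amount: yeast cell density of 5 × 10^6 cells/mL. Technique: AK luminescence. Buffer or medium: YPD. Times: static 4 h at 37 °C with compound, 1 h detection. Dosing: single-point compound dose. Read-out: lysis from increased AK signal.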
LGR2 antag – inhibitors of bursicon-induced LGR2 CRE-luciferase signal, primary screen, cell-based, HEK293, CRE-luciferase reporter, bursicon stimulation; Drosophila bursicon receptor LGR2 (rickets); bursicon-stimulated, 4 h; inhibition, % at 9.99 µM; actives 0.35% (n = 380,000); AID 720647, 2013;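 active = drop in luminescence signal, shown as inhibition above about 50% in the replicate tests, limit read from the data, passing the limit was not always enough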;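 also: agonist challenge used bursicon conditioned medium at about half maximal strength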
CASP6 VEID inh – human caspase-6 inhibitors, primary screen, biochemical, VEID-R110 fluorescence, single point, set 2; inhibition, % at 12.5 µM; actives 0.53% (n = 350,000); purified caspase-6, Z-VEID-R110 cleavage fluorescence; P55212;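 active = mean inhibition across replicates at least about 35%, with every replicate also reaching that limit, limit read from the data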;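 also: 0% = median of neutral control wells and 100% = no fluorescence left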
Target sequence (P55212 24-179 limits assumed): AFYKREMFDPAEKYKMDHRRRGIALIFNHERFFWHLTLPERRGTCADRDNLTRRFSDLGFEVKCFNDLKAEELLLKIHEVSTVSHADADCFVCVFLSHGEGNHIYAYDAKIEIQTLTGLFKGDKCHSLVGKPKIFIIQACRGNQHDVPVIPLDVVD
Target sequence (P55212 194-293 limits assumed): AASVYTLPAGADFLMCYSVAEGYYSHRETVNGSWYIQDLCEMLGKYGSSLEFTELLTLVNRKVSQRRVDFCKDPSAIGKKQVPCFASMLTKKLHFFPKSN
miR122 inh – miR-122 Renilla sensor signal increase in Huh7, primary screen, miR-122 inhibitor project, cell-based, single point, plate reader. Huh7 miR-122 Renilla luciferase sensor, 48 h; neutral wells = 0, positive control = 100. activation (reporter increase), % at 12.5 µM. actives 0.3% (n = 340,000). AID 602342, 2012;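 active = mean replicate activation score at least 90 and every replicate individually at or above 90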;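 also: higher luciferase means less miR-122 activity so hits act as miR-122 inhibitors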
FN deposition inh – inhibitors of fibronectin matrix deposition, primary screen, AH1F cells, Alexa488-fibronectin fluorescence, plate reader; AH1F fibroblasts, overnight; inhibition, % at 12.6 µM; AID 743247, 2014; actives 0.086% (n = 350,000);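 active = mean inhibition across replicates of 30% or more, regardless of how many single replicates reach that level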;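 also: positive control wells lacked labelled fibronectin entirely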
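Assay system: AH1F fibroblast monolayer, labelled fibronectin deposition. Amount: 10000 cells per well. Also added: labelled fibronectin 24 nM. Compound: single-point pinned compound. Incubation: cell attachment 1 h, compound and FN exposure overnight. Detection: fluorescence after three HBSS washes, excitation 485 nm, emission 525 nm. Read-out: inhibition of fibronectin deposition signal.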
Active calls of the source: *; . = no result given; [ ] = remark or other dose.

SMILES	PGC1a acetyl inh	PAX8 inh HTS	EWS-Fli block	Cneo AK release	LGR2 antag	CASP6 VEID inh	miR122 inh	FN deposition inh
CNC[C@@H]1OCCCC[C@H](C)Oc2ccc(NC(=O)Nc3ccc4c(c3)OCO4)cc2C(=O)N([C@H](C)CO)C[C@@H]1C	-7	-1	-16	-5	10	-2	2[16.7 µM]	.
N=C(N)SCc1nc2ccccc2c(=O)n1-c1ccccc1Cl	4	.	.	0	.	.	-6	-12
CCN(Cc1ccc2c(c1)OCO2)C(=O)CSc1ncnc2sccc12	3	-13	-11	.	-5	0	.	-7
CCOc1c(OC(C)=O)ccc(/C=C2\N=C(SCC)SC2=O)c1[N+](=O)[O-]	-3	-6	.	0	.	.	-6	2
Cc1ccc(-c2cnc3c(c2)C(=O)N([C@H](C)CO)C[C@@H](C)[C@H](CN(C)CC2CCCCC2)O3)cc1	-39	.	8	-10	-2	-1	-32[16.7 µM]	.
O=C(COC(=O)C1=COCCO1)Nc1ccc([N+](=O)[O-])cc1C(F)(F)F	0	-3	1	-3	-10	0	.	9
Cc1ccc(-c2noc(CCCC(=O)N3CCOCC3)n2)cc1	5	-39	.	-2	.	.	-4	3
COc1ccc(Cl)cc1NC(=S)N1CCN(C(=O)C2CCCO2)CC1 (configuration not stated)	.	18	-3	.	6	-1	.	.
CC1Cc2nc(SCC(=O)NC3CCCCC3)n(C)c(=O)c2S1 (configuration not stated)	2	.	.	-1	-9	.	-7	.
COc1ccc(CNC(=O)CCCn2nc(C)c3c(C)n(-c4ccc(C)cc4)nc3c2=O)cc1OC	-13	22	.	1	2	-1	-5	-3
CSCCC(=O)N1CCC(n2nccc2NC(=O)CCc2ccccc2)CC1	-7	-9	.	-1	13	-2	-1	.
COc1ccccc1CN1CC[C@@H]2[C@H]1c1cc(-c3ccc(C(=O)N(C)C)cc3)ccc1N[C@@H]2CO	-16	3	2	0	-27	1	-14[16.7 µM]	4
O=S(=O)(c1ccc(Cl)cc1)N1CCC(N2CCOCC2)CC1	.	9	.	-3	.	.	-5	-4
Cc1cc2c(ncn2C)c(NS(=O)(=O)c2ccccc2Cl)c1C	-6	7	.	1	.	.	-2	-3
C[C@H](CO)N1C[C@H](C)[C@H](CN(C)S(=O)(=O)c2cn(C)cn2)Oc2ccc(NC(=O)Cc3cn(C)c4ccccc34)cc2CC1=O	-9	1	1	1	-21	1	-2[16.7 µM]	-3
CCCC1=Nc2cc(C(=O)NCCN3CCCC3)ccc2Sc2ccccc21	.	8	.	2	-11	-14	.	4
COc1ccc(CCC(C)NCCc2ccc(Cl)cc2Cl)cc1 (configuration not stated)	.	48	32	7	2	-2	8	28
CCCC(=O)Nc1ccc2c(c1)OC[C@@H](C)NC[C@@H](C)[C@@H](OC)CN(C)C2=O	17	-16	4	-4	-12	.	.	-7
COc1ccc(S(=O)(=O)Nc2ccc3c(c2)CC(=O)N([C@@H](C)CO)C[C@@H](C)[C@@H](CN(C)S(=O)(=O)c2c(C)noc2C)O3)cc1	-7	.	8	-1	-16	-4	29[16.7 µM]	-4
Nn1c(SCc2ccccc2)nnc1-c1ccccn1	3	-114	.	1	.	.	-10	.

A stretch from the list above:
SMILES	PGC1a acetyl inh	PAX8 inh HTS	EWS-Fli block	Cneo AK release	LGR2 antag	CASP6 VEID inh	miR122 inh	FN deposition inh
CCOc1c(OC(C)=O)ccc(/C=C2\N=C(SCC)SC2=O)c1[N+](=O)[O-]	-3	-6	.	0	.	.	-6	2
Cc1ccc(-c2cnc3c(c2)C(=O)N([C@H](C)CO)C[C@@H](C)[C@H](CN(C)CC2CCCCC2)O3)cc1	-39	.	8	-10	-2	-1	-32[16.7 µM]	.
O=C(COC(=O)C1=COCCO1)Nc1ccc([N+](=O)[O-])cc1C(F)(F)F	0	-3	1	-3	-10	0	.	9
Cc1ccc(-c2noc(CCCC(=O)N3CCOCC3)n2)cc1	5	-39	.	-2	.	.	-4	3

(continued)
SMILES	PGC1a acetyl inh	PAX8 inh HTS	EWS-Fli block	Cneo AK release	LGR2 antag	CASP6 VEID inh	miR122 inh	FN deposition inh
CCC(CO)(CO)N(CC(=O)Nc1ccc(OC)cc1)CC(=O)Nc1ccc(OC)cc1	-3	15	-1	0	-8	-3	-7	-2
C[C@@H]1CN([C@@H](C)CO)C(=O)c2cc(C#CC3CCCC3)cnc2O[C@@H]1CN(C)C(=O)c1ccncc1	-3	0	-17	-1	12	1	-3[16.7 µM]	-4
COc1ccc(S(=O)(=O)N(C)C[C@@H]2OCCCC[C@@H](C)Oc3ccc(NC(=O)Nc4ccc(C(F)(F)F)cc4)cc3C(=O)N([C@@H](C)CO)C[C@@H]2C)cc1	-12	24	-3	0	2	-1	-3[16.7 µM]	-12
O=C(Cc1ccncc1)NCC[C@H]1CC[C@H](NS(=O)(=O)c2ccccc2Cl)[C@@H](CO)O1	-14	0	7	1	-17	1	.	12
O=C(NCc1ccccc1)C1CCN(S(=O)(=O)c2cc([N+](=O)[O-])ccc2Cl)CC1	.	24	7	.	-16	-1	.	0
Cc1cc(C)nc(SCC(=O)Nc2ccc3c(c2)OCO3)n1	-1	-2	.	-1	10	0	1	7
NC(=O)c1c(NC(=O)c2ccc(N3C(=O)CCC3=O)cc2)sc2c1CCCC2	.	-15	-6	-2	-2	7	.	13
CC(C)CNC(=O)c1cc(-c2ccco2)on1	6	.	-76	0	-33	1	-7	.
COCC(=O)Nc1ccc2c(c1)[C@H]1C[C@H](CC(=O)NCc3ccccc3F)O[C@@H](CO)[C@H]1O2	5	-6	-5	0	-4	1	2[16.7 µM]	.
COc1ccc(OC)c(NC(=O)COC(=O)c2c3c(nc4ccccc24)CCCC3)c1	-26	.	17	-1	71*	-4	-2	.
O=C(Nc1ccc(-c2csc(Nc3ccc(Cl)cc3)n2)cc1)c1ccccc1	-6	-11	-19	0	-26	2	5	-2
O=C(NCc1ccc(N2CCCC2=O)cc1)c1cnccn1	-3	-17	.	4	.	.	3	5
CCOC(=O)N1CCN(C(=O)C2CCN(S(C)(=O)=O)CC2)CC1	-9	.	4	-3	18	-1	-2	.
c1coc(-c2nc3ccccc3nc2-c2ccco2)c1	3	.	-3	-4	-6	69*	5	.
COc1ccc(-c2cn3c4c(sc3n2)CCCC4)cc1	-11	-19	.	-12	.	.	6	0
O=C(Nc1ccccc1N1CCN(C(=O)c2ccc(Cl)cc2)CC1)c1cc(Br)ccc1Cl	.	28	.	4	.	.	7	-9
O=C(CS(=O)(=O)Cc1ccccc1)N1CCN(c2ccccc2F)CC1	-6	-16	-11	0	2	7	0	1
O=C(Nc1nnc(-c2ccncc2)o1)c1ccccc1	.	6	3	.	-7	2	.	.
C[C@H](CO)N1C[C@H](C)[C@@H](CN(C)Cc2ccc(Oc3ccccc3)cc2)Oc2ccc(NS(=O)(=O)c3ccc(F)cc3)cc2C1=O	-7	22	-4	-13	15	2	1[16.7 µM]	-8
C[C@@H]1CCCCO[C@@H](CN(C)C(=O)C2CCCCC2)[C@H](C)CN([C@H](C)CO)C(=O)c2cc(NC(=O)Cc3ccccc3)ccc2O1	16	-7	13	3	-2	2	-10[16.7 µM]	.
COc1ccc(NC(=O)C2CCN(S(=O)(=O)c3ccc(N4CCCC4=O)cc3)CC2)cc1OC	-6	0	.	15	-6	-2	-5	-1
CCC(=O)N(C)C[C@@H]1Oc2cc(C#CC3CCCCC3)ccc2S(=O)(=O)N([C@H](C)CO)C[C@@H]1C	-3	-12	0	71	3	3	6[16.7 µM]	-9
O=C(Nc1ccccn1)NC1CCS(=O)(=O)C1 (configuration not stated)	-7	26	.	.	-7	0	-9	7
Cc1cc(=O)[nH]c(N2CCCCC2)n1	-1	-4	6	3	0	-1	.	-3
S=C(Nc1ccc(-c2nc3ccccc3[nH]2)cc1)Nc1cccnc1	1	-98	.	-7	-62	2	-3	13
COc1cccc(C#Cc2ccc3c(c2)O[C@@H](CN(C)S(=O)(=O)c2ccccc2F)[C@H](C)CN([C@H](C)CO)S3(=O)=O)c1	3	3	6	-4	8	2	-2[16.7 µM]	.
CCCCN(C(=O)CCC(=O)Nc1cc(C)on1)C(C(=O)NC1CCCC1)c1cccc(OC)c1 (configuration not stated)	.	-7	10	-9	-28	0	2	-2
O=[N+]([O-])c1ccc(OCCCn2cncn2)cc1	.	4	2	0	5	-5	.	3
COC(=O)CN(c1ccccc1)S(=O)(=O)c1ccccc1	-6	.	12	-1	4	.	2	.
CC(=O)N1C[C@H]2CON(C)[C@H]2C[C@H]1c1cccc(-c2ccc(C#N)cc2)c1	3	-2	-9	5	-2	-3	-9	.
CCOC1=C2CN(S(=O)(=O)c3ccc(C)cc3)[C@H](c3ccccc3)C[C@@H]2N(S(=O)(=O)c2ccc(C)cc2)[C@H](c2cccs2)C1	-5	-10	5	-1	27	0	-2	7
Cc1cc(C)nc(NCC(O)CNc2ccccc2C)n1 (configuration not stated)	-20	23	.	.	.	.	1	-6
O=C(Nc1ccc2c(c1)CCCN2C(=O)c1cccs1)c1c(F)cccc1Cl	7	16	-38	-1	16	-3	-4	5
O=C(Nc1ccccc1)N1CCC(n2c(=O)[nH]c3ccccc32)CC1	2	0	1	0	-24	3	1	-5
Nc1nc(CN2CCC(Cc3ccccc3)CC2)nc(Nc2ccccc2)n1	-1	.	.	0	.	.	-11	1
Cc1csc(SCC(=O)N2CCN(S(=O)(=O)c3ccc(Cl)cc3)CC2)n1	-1	.	.	1	15	.	-2	.
Cc1cccc(OCCNc2cc(N3CCN(C)CC3)ccc2[N+](=O)[O-])c1	-7	.	.	-1	-25	.	2	.
CCOC(=O)c1c(CSc2cccs2)n(C)c2cc(Br)c(O)c(CN(C)C)c12	-29	-6	1	0	29	0	3	-4
CC1(C(=O)NCc2ccccc2)CCC(=O)N1C1CC1 (configuration not stated)	1	-28	-14	5	8	-1	-6	-5
COCc1ccc(C(=O)N2CCCC(N3CCN(c4ccc(F)cc4)CC3)C2)o1 (configuration not stated)	.	-10	-3	1	21	2	-2	0
C[C@H](CO)N1C[C@H](C)[C@@H](CN(C)Cc2ccccn2)Oc2cc(-c3cccc(C#N)c3)ccc2S1(=O)=O	-12	1	16	2	-23	2	43[16.7 µM]	2
CCOC(=O)c1cnc2cc(-c3ccc(Br)cc3)nn2c1C	6	-9	-37	-3	-18	3	6	-5
CCCc1nn(C)c(C(=O)Nc2cccc(C)c2)c1Cl	.	24	-96	.	-19	-7	.	7
CCCC(=O)Nc1nc2nc(-c3ccccc3)cc(=O)n2[nH]1	-6	.	.	1	0	.	-1	.
C=CCNC(=O)COC(=O)c1oc2ccccc2c1CSC1CCCCC1	.	-1	8	-1	-6	2	-5	-3
COc1ccc(NS(=O)(=O)c2ccc(NC(=O)c3ccc(CN4CCOCC4)cc3)cc2)cc1	-2	2	23	1	4	0	7	10
CCCCCn1c(=O)[nH]c2cc(C(=O)NCCCN3CCCCC3)ccc2c1=O	-14	-5	.	-9	.	.	-5	3
CC(C)n1c(CN2CCN(Cc3ccccc3)CC2)nc2ccccc21	-7	11	10	6	30	-3	-12	9
Cc1nc2ccccc2n1/N=C/c1cccnc1	2	.	.	3	.	.	-1	0
CC(C)CCNC(=O)c1ccc(CS(=O)(=O)Cc2ccccc2F)o1	1	-5	0	-1	15	0	-3	-2
CCOc1ccccc1OCC(=O)Nc1nc2ccccc2[nH]1	.	-11	11	.	-26	0	.	-1
